BAZ2B block: qHTS Assay for Inhibitors of BAZ2B. Bromodomain adjacent to zinc finger domain protein 2B (Homo sapiens), Q9UIF8. AlphaScreen BAZ2B-H3K14Ac peptide displacement. Potency, µM (series often up to 114 µM), for the others: top-dose activity change, negative = inhibition, most hits filed as inhibitors. actives 4.4% (n = 360,000); further: nearly all actives have a fitted effect of over 60% in size
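Protein-peptide AlphaScreen: BAZ2B 50 nM, b-H3K14Ac 50 nM, 1x PBS pH 7.4 + 0.01% Tween-20. Preincubation 30 min RT; cpd 30 min RT (top 110 uM); beads 20 min RT, light-protected.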
G9a inh: qHTS Assay for Inhibitors of Histone Lysine Methyltransferase G9a; actives 8.8% (n = 350,000); Potency, µM (top dose mostly 102 µM), for the others: at the top dose activity, negative = inhibition, most hits filed as inhibitors; G9a H3K9 monomethylation, AlphaScreen, 2 h; further: nearly all actives have a fitted effect of over 75% in size
Target sequence (Q96KQ7 913-1193 limits assumed): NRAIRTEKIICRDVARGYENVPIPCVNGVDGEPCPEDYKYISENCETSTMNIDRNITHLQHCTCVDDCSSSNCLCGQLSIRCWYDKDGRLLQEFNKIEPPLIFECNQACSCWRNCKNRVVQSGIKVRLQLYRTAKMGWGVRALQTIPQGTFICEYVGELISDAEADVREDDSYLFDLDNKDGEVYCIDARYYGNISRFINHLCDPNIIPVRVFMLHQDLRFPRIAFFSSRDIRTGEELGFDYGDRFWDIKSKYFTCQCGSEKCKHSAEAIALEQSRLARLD
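G9a (20 nM) was preincubated 15 min with compound, then reacted 2 h at room temperature with 500 nM biotin-H3K9 peptide and 20 µM SAM. Monomethyl-H3K9 detected by AlphaScreen using anti-H3K9me1 antibody.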
Active calls of the source: *; ? = inconclusive; [ ] = dose if it differs, or a comment. The call rests on the fitted dose curve; in most records, active means well fitted inhibition curve with a large enough effect; inconclusive means small, poorly fitted or top-dose-only effect; inactive means no such curve, though single readings can be large or run the other way. On the % scale 0 is the no-effect control and ±100 the full control effect; potency means the concentration at half of the fitted maximal effect. Some of the compounds tested. The share of hits here may be higher or lower than overall.

1) Cc1c(C(=O)NN2CCCCC2)nn(-c2ccc(Cl)cc2Cl)c1-c1ccc(I)cc1
  BAZ2B block: ?
  G9a inh: 4%[59 µM]
2) COc1ccc(-c2cnnc(N/N=C/C(C)=C/c3ccccc3)n2)cc1
  BAZ2B block: -4%
  G9a inh: -7%
3) CCOC(=O)c1c(NC(=O)/C=C/c2ccc3c(c2)OCO3)sc(C)c1C
  BAZ2B block: -26%
  G9a inh: 14%
4) CCOC(=O)c1[nH]c2ccc(F)cc2c1NC(=O)CN1CCc2cc(OC)c(OC)cc2C1
  BAZ2B block: -37%
  G9a inh: ?
5) C[n+]1nc(Nc2cccc3ccccc23)sc1-c1ccc(C(=O)O)cc1
  BAZ2B block: 0%
  G9a inh: 2%[12.7 µM]
6) CN(C)c1ccc(CNc2nc3ccccc3s2)cc1
  BAZ2B block: -7%
  G9a inh: -8%
7) C#CCOCCOCCOCCNc1nc(N2CCN(C(=O)[C@H](Cc3ccc(O)cc3)n3cc([C@@H](N)C(C)CC)nn3)CC2)nc(N2CCN(C(=O)[C@H](CCCCN)n3cc([C@@H](N)CC(C)C)nn3)CC2)n1 (stereo partly drawn)
  BAZ2B block: 79µM*
  G9a inh: -131%[59 µM]
8) O=C1Nc2ccccc2N2CCCC12 (stereo not drawn)
  BAZ2B block: -23%
  G9a inh: 20µM*
9) O=C(Nc1ccccc1Cl)c1cccc(NS(=O)(=O)c2ccccc2)c1
  BAZ2B block: 0%
  G9a inh: 18%[2.33 µM]
10) CCOC(=O)c1cc(OC(=O)c2cccnc2)n(-c2ccccc2)n1
  BAZ2B block: ?
  G9a inh: -12%[12.7 µM]
11) COc1cccc(-c2nnc3sc(-c4ccc(Cl)cc4)nn23)c1
  BAZ2B block: 8%
  G9a inh: 7%
12) COc1ccc([C@]23Cc4c(ccc5ccccc45)C(O2)C2=C(CC4(CCCCC4)OC2=O)O3)cc1
  BAZ2B block: -10%[22.9 µM]
  G9a inh: 13%[2.33 µM]
13) COC(=O)Sc1nnc(-c2ccc(Br)cc2)o1
  BAZ2B block: -29%
  G9a inh: ?
14) Cn1c2cc(B(O)O)sc2c2cnn(Cc3ccccc3F)c(=O)c21
  BAZ2B block: -26%
  G9a inh: 0%[12.7 µM]
15) COC(=O)c1ccccc1NC(=O)c1c(O)c2cccc3c2n(c1=O)CCC3
  BAZ2B block: -14%
  G9a inh: 5%[59 µM]
16) Cc1ccc2c(C(=O)CN3CC(C)CC(C)C3)c(C)[nH]c2c1 (stereo not drawn)
  BAZ2B block: -2%
  G9a inh: ?
17) CSC1=C(C#N)C(c2cccs2)CC(=O)N1C (stereo not drawn)
  BAZ2B block: -2%
  G9a inh: ?
18) O=C(/C=C/c1ccc([N+](=O)[O-])cc1)/C=C/c1ccco1
  BAZ2B block: 28µM*
  G9a inh: 10µM*
19) FC(F)Oc1ccc(/C=N/N2CCCCC2)c(OC(F)F)c1
  BAZ2B block: ?
  G9a inh: 56µM*
20) CCC(=O)N1CCc2cc(Br)cc(S(=O)(=O)Nc3c(C)n(C)n(-c4ccccc4)c3=O)c21
  BAZ2B block: -2%
  G9a inh: 7%[59 µM]
21) O=C(N/N=C1/CCCc2ccccc21)c1cc([N+](=O)[O-])cc([N+](=O)[O-])c1
  BAZ2B block: -15%
  G9a inh: 4%
22) c1ccc(-n2ncc3c(N4CCN(c5ccccn5)CC4)nc(N4CCOCC4)nc32)cc1
  BAZ2B block: -3%
  G9a inh: 8%[59 µM]
23) Cc1nc2ccccc2c2oc(C(=O)N3CCc4ccccc43)cc12
  BAZ2B block: -2%
  G9a inh: -37%
24) CCC(=O)NC(/C=C/c1ccccc1)c1cc([N+](=O)[O-])c2cccnc2c1O (stereo not drawn)
  BAZ2B block: 4.5µM*
  G9a inh: 3.2µM*
25) O=C(O)C1CC=CCC1C(=O)Nc1cccc(Cl)c1Cl (stereo not drawn)
  BAZ2B block: 10%
  G9a inh: 1%

26) O=C1NC(Cc2ccccc2)c2nc3ccccc3c(=O)n2-c2cc(Cl)ccc21 (stereo not drawn)
  BAZ2B block: 0%
  G9a inh: -6%[2.33 µM]
27) CCC(=O)N1CC2(CC(c3cccc(NC(=O)COc4ccc(Cl)cc4)c3)=NO2)C[C@@H]1C(N)=O (stereo partly drawn)
  BAZ2B block: -1%
  G9a inh: -7%[59 µM]
28) O=C(Nc1nccs1)c1c(O)c2cccc3c2n(c1=O)CCC3
  BAZ2B block: 3%
  G9a inh: -8%
29) CC(=O)OCC1O[C@@H](O[C@@H]2C[C@H]3C(C)(C)[C@H](OC(C)=O)CC[C@]3(C)[C@H]3CC[C@]45C[C@]4(CC[C@H]5[C@@H](C)C[C@@H](O)[C@H](O)C(C)(C)O)[C@@]32C)[C@H](O)[C@@H](O)[C@@H]1O (stereo partly drawn)
  BAZ2B block: 10%
  G9a inh: -13%
30) Cc1ccc(C(=O)Nc2cc(Cl)ccc2OC(=O)c2ccc(C)cc2)cc1
  BAZ2B block: 4%[57.1 µM]
  G9a inh: -8%[12.7 µM]
31) O=C(NCCCN1CCCC1)c1ccc(Cn2c(=S)[nH]c3ccc(Br)cc3c2=O)cc1
  BAZ2B block: -26%
  G9a inh: 22µM*
32) O=c1[nH]c2cc3c(cc2cc1CN(CCc1ccccc1)Cc1nnnn1C1CCCC1)OCCO3
  BAZ2B block: -18%
  G9a inh: 16µM*
33) CC(=O)NC[C@H]1CN(c2ccc(N3CCOCC3)c(F)c2)C(=O)O1
  BAZ2B block: -2%
  G9a inh: 5%[59 µM]
34) CCCCNC(=O)C(c1ccc(OCC(=O)OC)c(C(=O)OC)c1)N(CCc1ccccc1)C(=O)CCCCCN1C(=O)NC(c2ccc(-c3ccccc3)cc2)C(C(=O)OCc2ccccc2)=C1C (stereo not drawn)
  BAZ2B block: -15%
  G9a inh: 25%[12.7 µM]
35) Cc1ccnc(NC(=O)CCCOc2ccc(Cl)cc2C)c1
  BAZ2B block: 36%
  G9a inh: 82%[activator]
36) Cc1ccc(O)c(C(=O)c2cnn(C(=O)COc3ccccc3C#N)c2)c1
  BAZ2B block: ?
  G9a inh: 10%
37) O=S(=O)(c1cccc(S(=O)(=O)N2CCC(N3CCCCC3)CC2)c1)N1CCOCC1
  BAZ2B block: 9%
  G9a inh: 13%[59 µM]
38) COCC(=O)Nc1ccc(S(=O)(=O)Nc2ncccn2)cc1
  BAZ2B block: -3%
  G9a inh: 31%
39) O=C(CNC(=O)c1ccccc1)NCCc1ccc(O)c(O)c1
  BAZ2B block: -19%
  G9a inh: 8.9µM*
40) O=S(=O)(c1ccc2c(c1)OCCO2)N1CCN(c2nc(-c3cccnc3)nc3ccccc23)CC1
  BAZ2B block: -26%
  G9a inh: 3%[59 µM]
41) Cc1ccc(S(=O)(=O)N2CCN(C3CCC(c4ccccc4)CC3)CC2)cc1 (stereo not drawn)
  BAZ2B block: 9%
  G9a inh: -6%
42) Nc1nc(CC(=O)CSc2ccc(Cl)cc2)nc(Nc2ccc(F)cc2)n1
  BAZ2B block: -3%
  G9a inh: 17%
43) COc1ccc(-n2c(=S)[nH]c3sc4c(c3c2=O)CCc2ccccc2-4)cc1
  BAZ2B block: 3%
  G9a inh: ?
44) COc1ccc(-c2ccc(-c3noc(-c4ccc(OC)c(OC)c4)n3)c(OC)n2)cc1
  BAZ2B block: 9%
  G9a inh: 6%
45) Cc1ccc2c(c1)C(c1ccncc1)=NNC(c1ccc(C(C)C)cc1)=N2
  BAZ2B block: -7%
  G9a inh: -39%
46) Cc1c(Cl)cccc1Nc1ncccc1C(=O)OCC(O)CO (stereo not drawn)
  BAZ2B block: -1%
  G9a inh: 19%
47) CCCn1c(C)cc(C(=O)CSc2nnc3n(CCC)c(=O)c4ccccc4n23)c1C
  BAZ2B block: 4%
  G9a inh: 18%[59 µM]
48) O=c1c2c3c(sc2n2cnnc2n1C1CCCCC1)CCC3
  BAZ2B block: -19%
  G9a inh: -5%[59 µM]
49) Cc1cc(C)nc(-n2nc(C)c3c(C)c(C)c(C)nc32)n1
  BAZ2B block: 6%
  G9a inh: -8%
50) CN(Cc1ccco1)c1ncnc2ccc(-c3ccc4c(c3)OCCO4)cc12
  BAZ2B block: -30%
  G9a inh: 2%[12.7 µM]

51) O=c1c2sccc2nc(SCc2cc(=O)n3ccccc3n2)n1Cc1ccccn1
  BAZ2B block: -16%
  G9a inh: -39%
52) CCCCNS(=O)(=O)c1ccc2nc(-c3cccnc3)cc(C(=O)NCCCN(CC)CC)c2c1
  BAZ2B block: -5%
  G9a inh: -35%
53) CCN(CC)CCN1C(=O)C(O)=C(C(C)=O)C1c1ccccc1 (stereo not drawn)
  BAZ2B block: -3%
  G9a inh: ?
54) CCCCn1c(C)cc2c(c1=O)C1O[C@](c3ccsc3)(Cc3ccccc31)O2
  BAZ2B block: ?
  G9a inh: 12%[2.33 µM]
55) COc1ccc(OC)c(Nc2nc(N)nc(CSc3nnc(-c4ccncc4)o3)n2)c1
  BAZ2B block: 4%
  G9a inh: -6%[59 µM]
56) O=C1CC(C(=O)Nc2ccc(Br)cc2)C2(CCCC2)O1 (stereo not drawn)
  BAZ2B block: 10%
  G9a inh: -29%[12.7 µM]
57) COc1cnc(-c2ccccn2)nc1Oc1cccc(C(F)(F)F)c1
  BAZ2B block: ?
  G9a inh: -11%
58) COc1ccc(/C=C(\C#N)C(=O)OCC(=O)NCc2ccc(Cl)cc2)cc1
  BAZ2B block: 3%
  G9a inh: -10%[59 µM]
59) N#Cc1ccc2c(c1)C[C@]1(CCCCN3C(=O)c4ccccc4C3=O)Oc3c(c(=O)oc4ccccc34)C2O1
  BAZ2B block: -9%[22.9 µM]
  G9a inh: 12%[2.33 µM]
60) COc1cc(/C=N\Nc2ccc([N+](=O)[O-])cn2)ccc1OCC(=O)O
  BAZ2B block: -16%
  G9a inh: ?
61) Cc1ccc(S(=O)(=O)n2c3ccc(F)cc3c3nc(C)sc32)cc1
  BAZ2B block: 10%
  G9a inh: ?
62) CC1C(=O)CC(c2ccco2)NC1c1ccco1 (stereo not drawn)
  BAZ2B block: 8%
  G9a inh: ?
63) C=CCn1c(SCC(=O)OC)nc2sc3c(c2c1=O)CCN(C)C3
  BAZ2B block: 1%
  G9a inh: -14%[59 µM]
64) CC1CCc2sc(C(=O)N=Nc3c(O)[nH]c4ccccc34)cc2C1 (stereo not drawn)
  BAZ2B block: -6%
  G9a inh: 27%[59 µM]
65) O=C(O)c1nn(-c2ccccc2-c2n[nH]c(=O)[nH]c2=O)c(=O)[nH]c1=O
  BAZ2B block: -21%
  G9a inh: -43%[59 µM]
66) C#CCOCCOCCOCCNc1nc(N2CCN(C(=O)[C@H](Cc3cc4ccccc4[nH]3)n3cc([C@@H](N)C(C)CC)nn3)CC2)nc(N2CCN(C(=O)[C@H](Cc3cc4ccccc4[nH]3)n3cc([C@@H](N)Cc4ccc(O)cc4)nn3)CC2)n1 (stereo partly drawn)
  BAZ2B block: 11µM*
  G9a inh: -7%[12.7 µM]
67) CC1=C(C(=O)Nc2ccc(Cl)cc2)C2(CCCCC2)C(C(N)=O)C(=S)N1 (stereo not drawn)
  BAZ2B block: -28%
  G9a inh: -5%[59 µM]
68) COc1ccc(CCn2c(C)ccc2C)cc1OC
  BAZ2B block: -8%
  G9a inh: -6%[59 µM]
69) COc1cc2c(cc1OC)C1O[C@](CCCCN3C(=O)c4ccccc4C3=O)(C2)OC2=C1C(=O)CC(C)(C)C2
  BAZ2B block: ?
  G9a inh: -126%[2.33 µM]
70) O=C(NCC#CCSc1nnc(-c2cccc3ccccc23)o1)c1cccs1
  BAZ2B block: -1%
  G9a inh: 3.2µM*
71) O=S(=O)(O)c1nc2ccccc2n1Cc1cccc2ccccc12
  BAZ2B block: -4%
  G9a inh: -4%[12.7 µM]
72) CC(C)OCCCNC(=O)C(NS(=O)(=O)c1ccc2c(c1)c(=O)n(C)c(=O)n2C)c1ccccc1 (stereo not drawn)
  BAZ2B block: -4%
  G9a inh: 14µM*
73) COc1ccc(/C=C2/SC(=O)N(CCC(=O)Nc3ccc(C)cc3)C2=O)cc1OC
  BAZ2B block: -5%
  G9a inh: -24%
74) CC(=O)C1=C(O)C(=O)N(Cc2cccnc2)C1c1ccc(C)cc1 (stereo not drawn)
  BAZ2B block: -13%
  G9a inh: ?
75) COc1ccc(C(=O)Nc2ccc(/C(C)=N/NC(=O)c3ccncc3)cc2)cc1
  BAZ2B block: 50µM*
  G9a inh: 22µM*

76) CCN1C(=NCCc2cccs2)N[C@@H](CCc2ccccc2)[C@H](C(=O)NCCc2cccs2)[C@H]1C
  BAZ2B block: -3%
  G9a inh: 2%[12.7 µM]
77) O=C(c1cccnc1)N1CCC(c2nc3ccccc3[nH]2)CC1
  BAZ2B block: 7%
  G9a inh: 7%[59 µM]
78) CCCCCCN(C(=O)CCCCCN1C(=O)NC(c2ccc(-c3ccccc3)cc2)C(C(=O)OCc2ccccc2)=C1C)C(C(=O)NCCCC)c1ccc(OCC(=O)OC)cc1 (stereo not drawn)
  BAZ2B block: -2%
  G9a inh: -51%
79) COc1cc(N2CCCC2)c(OC)cc1/C=c1/sc2nc3ccccc3n2c1=O
  BAZ2B block: -34%
  G9a inh: 15%[2.33 µM]
80) Cc1ccc2c(c1)C1CCCC3C1N2CC(=O)N3Cc1ccccc1 (stereo not drawn)
  BAZ2B block: ?
  G9a inh: ?

Compound activity (PubChem)
